Screening data: PubChem BioAssay, National Center for Advancing Translational Sciences (NCATS)
Giardia FBPA inh: blocks Giardia fructose-bisphosphate aldolase activity; Potency, µM (titrated, usually from 59.6 µM), inactives show at the top dose activity, negative = inhibition, usual class: inhibitors; A8B2U2; purified Giardia FBPA; hit rate 0.71% among 290,000; also: potency is read from the fitted curve at half-maximal effect; % is scaled to controls: 0 for no effect and ±100 for the full control effect; nearly all actives have a fitted effect of over 55% in size
Target sequence (A8B2U2 whole entry, looked up): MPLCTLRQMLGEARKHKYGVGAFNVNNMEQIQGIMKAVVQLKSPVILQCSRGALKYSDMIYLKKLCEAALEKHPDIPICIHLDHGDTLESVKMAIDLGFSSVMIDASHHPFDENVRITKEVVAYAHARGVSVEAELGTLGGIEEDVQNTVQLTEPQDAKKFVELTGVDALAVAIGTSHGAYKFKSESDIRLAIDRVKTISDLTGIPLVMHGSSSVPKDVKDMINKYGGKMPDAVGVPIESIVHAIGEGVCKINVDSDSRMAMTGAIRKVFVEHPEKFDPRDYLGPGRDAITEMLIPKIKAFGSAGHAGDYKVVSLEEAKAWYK
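Giardia FBPA (40 nM reagent) was preincubated 10 min at RT with compound (up to 57.5 uM final), then substrate plus GAPDH/TPI/NAD/arsenate coupling system with diaphorase/resazurin was added; resorufin fluorescence (525/598 nm) was read after 20 min.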
Shiga inhibitor: Shiga toxin inhibition | Vero cells, Shiga toxin protein synthesis inhibition reporter | inhibition, % at 38.7 µM | hit rate 9.2% among 290,000 | AID 2315; in the data active = inhibition mostly above about 28%, no sharp cut-off; inactive = mostly below about 43%; also: 0% is about no effect
Pf growth 96h: inhibits malaria parasite growth, 96 h; P. falciparum luciferase reporter growth, 96 h; Potency, µM (titrated, usually from 28.7 µM), inactives show top-dose activity change, negative = inhibition, most hits filed as inhibitors; hit rate 6.9% among 320,000; also: potency is read from the fitted curve at half-maximal effect; % is scaled to controls: 0 for no effect and ±100 for the full control effect
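P. falciparum expressing integrated firefly luciferase, in erythrocytes at 2% hematocrit, 0.05% parasitemia, incubated with compounds 96 h at 37 C, 5% CO2. Growth inhibition read as loss of luminescence; two-generation exposure targets delayed-death apicoplast inhibitors.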
Pf growth 48h: inhibits P. falciparum growth in the first generation, 48 h; P. falciparum luciferase growth in erythrocytes, 48 h; hit rate 5.9% among 310,000; Potency, µM (doses to about 28.7 µM), for inactives: at the highest dose activity change, negative = inhibition, most hits filed as inhibitors; also: potency is read from the fitted curve at half-maximal effect; % is scaled to controls: 0 for no effect and ±100 for the full control effect
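First compound was added to culture medium, then infected red cells at 0.1% parasitemia and 2% hematocrit (final). After incubation at 37 C under 5% CO2, luciferase detection reagent was dispensed and light output recorded.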
Cycloheximide cs: counter-screen for Shiga toxin inhibitors: cycloheximide protein synthesis inhibition; cell reporter, cycloheximide protein synthesis inhibition counterscreen; max response, %; hit rate 12% among 300,000; AID 2314; in the data active = max response mostly above about 13%, no sharp cut-off; inactive = mostly below about 14%; also: read at 38.3 µM for the half of the compounds with a filed dose; 0% is about no effect
HCV inhibitor: inhibitors of hepatitis C virus infection; Potency, µM (series often up to 41.8 µM), without a hit: at the top dose activity change, negative = inhibition, most hits filed as inhibitors; hit rate 3.4% among 340,000; Huh7.5.1 HCVcc-Cre infection, luciferase reporter, 44 h; also: potency is read from the fitted curve at half-maximal effect; % is scaled to controls: 0 for no effect and ±100 for the full control effect
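Infectious HCVcc-Cre (~0.5 moi) was added to cells just after compound, with cells seeded 4 h earlier at 1,000 per well. Luciferase activity after 44 h culture reported infection; substrate was incubated 15 min at room temperature before reading.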
* hit, by the source's call; u = inconclusive; x = no result given; & = joins results of further samples; [ ] = dose if it differs, or a comment. Unless noted, calls follow the shape of the dose curve; as a rule, active = well fitted curve in the direction sought with a large enough effect; inconclusive = small, poorly fitted or top-dose-only effect, or another doubt; inactive = no such curve, though single readings can be large; an effect the other way counts as inactive or inconclusive. Random draw from the library. About 24% of those tested had a hit in this group.

cpd	compound	Giardia FBPA inh	Shiga inhibitor	Pf growth 96h	Pf growth 48h	Cycloheximide cs	HCV inhibitor
1	CCOC(=O)C(CC)Sc1ccc2nnc(-c3cccnc3)n2n1 (configuration not stated)	-2%	-4	u	u	15	8%
2	COc1ccc(C2CC(c3ccccc3)=NN2C(=O)COC(=O)c2cnc(Cl)c(Cl)c2)cc1 (configuration not stated)	-3%	-7	28%	6%	1	9%
3	CC(C)CC(C(=O)NCc1ccccn1)N1C(=O)c2ccccc2C1=O (configuration not stated)	0%	-5	24%	11%	-1	18%
4	NS(=O)(=O)c1ccc(NC(=S)N2CCN(S(=O)(=O)c3ccc(F)cc3)CC2)cc1	1%	-14	-2%	u	-3	0%
5	O=C(CC(Nc1ccccc1Cl)C(=O)OCC(=O)c1cccs1)c1ccccc1 (configuration not stated)	1%	69*	132%[activator]	318%[activator]	53*	-1%
6	Clc1cccc(CN2CCc3c([nH]c4ccccc34)C2)c1	u	x	u	u	-7	u
7	O=C(C1=C(O)C(=O)N(c2ncccn2)C1c1cccs1)c1ccco1 (configuration not stated)	u	-18	118%[activator]	33%[activator]	1	8%
8	CCO[C@@H]1OC(C(=O)Nc2ccccc2)=C[C@H](c2coc3ccccc3c2=O)[C@H]1CCCO	6%	-13	-9%	u	1	-22%
9	O=S(=O)(c1ccc(Oc2ccccc2)cc1)N1CCOCC1	-2%	5	x	1%	6	u
10	Cc1ccc(/C=N/NC(=O)C[n+]2ccccc2)s1	1%	5	21%	23%	5	15%
11	C/C(=N/N1CCN(Cc2cccc3ccccc23)CC1)c1cccnc1	5%	15	u	u	0	11%
12	O=C(CCN1C(=O)c2ccccc2C1=O)N1CCC(c2ccccc2)C1 (configuration not stated)	5%	123	x	7%	21*	7%
13	CC[C@H](C)[C@@H](CN[C@H](CCCCNC)CNC)NCC1CCCC1	23%	-4	u	-11%	-1	10%
14	Fc1c(CSC(=S)N2CCOCC2)cccc1CSC(=S)N1CCOCC1	2%	-11	47%[activator]	u	-1	17%
15	COc1ccc(C(=O)OCCN=C2NS(=O)(=O)c3ccccc32)cc1OC	3%	-14	u	3%	0	x
16	Cc1cc([N+](=O)[O-])nn1Cc1ccc(C(=O)N/N=C/c2ccc(N(C)C)cc2)cc1	0%	3	22%	-23%	9	u
17	Cc1ccc2[nH]c(=O)c(COC(=O)C3CCCO3)cc2c1 (configuration not stated)	0%	-22	37%[activator]	10%	-5	24%
18	CCN(CC)S(=O)(=O)c1ccc(NC(=O)CN(c2ccc(OC)cc2OC)S(C)(=O)=O)cc1	1%	7	-25%	9.3µM*	-4	-1%&-6%
19	O=C(CCN1CCOCC1)NC12CC3CC(CC(C3)C1)C2	-11%	-6	4%	-11%	0	7%
20	CC[n+]1c(/C=C2/C=C(C)CC(C)(C)C2)sc2ccc(OC)cc21	u	43	36%[activator]	0.37µM*	17	u
21	COc1cccc(NC(=O)CSc2nc3c(c(=O)n2C)SC(C)C3)c1 (configuration not stated)	6%	-10	9.3µM*	12µM*	-1	u
22	CC1CCCCN1C(=O)CSc1nnc(Cc2ccccc2)n1C (configuration not stated)	4%	4	-22%	-17%	1	20%
23	CCn1cc(C(=O)N2CCCC2)c(=O)c2cc(S(=O)(=O)N(C)C)ccc21	2%	-7	u	x	-7	8%
24	COc1ccc(S(=O)(=O)N2CCC(N3CCN(Cc4ccccc4)CC3)CC2)cc1	13µM*	-7	16%	2%	-2	-23%
25	Cc1cc(SC#N)cc(C)c1NC(=O)CCl	-8%	4	58%[activator]	-11%	2	0%
26	CC(OC(=O)CC1CCCCC1)C(=O)Nc1ccc(F)cc1 (configuration not stated)	x	x	-4%	-5%	x	4%
27	Cn1c(SCc2nnc(-c3ccccc3)o2)nc2ccccc21	-29%	-5	-10%	-10%	20	8%
28	COC(=O)CCc1c(C)c(C(=O)c2ccco2)c2ccccn12	-27%	-7	x	-3%	-3	-18%
29	COc1ccc(/C=C/C(=O)c2ccoc2)cc1	4%	89*	42%[activator]	18%	42*	16%
30	CC(NCC(O)COc1ccccc1)C1COc2ccccc2O1 (configuration not stated)	7%	-12	3%	-2%[0.00184 µM]	1	12%
31	COc1ccc(CCN2Cc3c(N)cccc3C2=O)cc1OC	16%	12	-18%	x	-2	31%[activator]
32	Cc1cc(C)cc(Nc2ccc(C(=O)O)cc2N)c1	2%	48*	14%	51%[activator]	52*	9%
33	CCOc1cc(C)ccc1OCc1nnc(SCC(=O)c2cccc([N+](=O)[O-])c2)n1C	-12%	-10	12µM*	u	1	u
34	O=C(NCCCn1ccnc1)C(=O)NCC(c1cccnc1)N1CCN(c2ccccc2)CC1 (configuration not stated)	7%	-10	-22%	15%	-5	-10%[8.37 µM]
35	Nc1nnc(C(c2ccccc2)c2ccccc2)s1	x	-4	-17%	-9%	2	-7%
36	Cc1ccc(COc2ccc(CNCCCN3CCCCCC3=O)cc2)cc1	u	70*	0%	u	26*	u
37	O=c1[nH]c(CSc2ncnc3sc(-c4ccccc4)cc23)nc2ccccc12	1%	16	-8%	-8%	7	5%
38	CCC(C(=O)O)n1nnc(-c2ccc(-c3ccc(OC)cc3)cc2)n1 (configuration not stated)	21%	6	x	47%[activator]	-3	7%
39	CN(Cc1ccccc1)S(=O)(=O)c1ccc(NC(=S)NC(=O)C2CCCC2)cc1	5%	-12	u	u	-2	u
40	COc1ccccc1NC(=O)/C(=C/c1cccc([N+](=O)[O-])c1)c1ccccc1	-10%	-6	31%[activator]	u	1	u
41	CCOc1ccc(-c2c(C(=O)N/N=C/c3ccc(OC(C)C)cc3)nnn2-c2nonc2N)cc1	11%	15	u	u	9	-4%
42	CCc1nnc2c(NCCc3ccccc3)nc3ccccc3n12	4%	2	5%	5%	-3	-22%
43	Cc1ccc(NC(=O)CS(=O)CC(=O)N(CC(=O)NC2CCCC2)c2ccc3c(c2)OCCO3)cc1 (configuration not stated)	4%	-20	-2%	-1%	-2	-18%
44	CN(Cc1ccc(Br)s1)C(=O)CNC(=O)c1ccc2c(c1)OCO2	x	x	u	u	x	8%
45	Clc1ccc(Oc2cnc3ccccc3n2)cc1	1%	33*	54%[activator]	-9%	21*	-1%
46	CCOC(=O)c1c(NC(=O)C2CC2)sc(C)c1CC	2%	2	12%	-17%	13	u
47	C/C(=N\N=C(N)N)c1ccc(C)c(C)c1	3%	-4	12µM*	9.3µM*	8	-18%
48	Cn1nc(C(C)(C)C)c([N+](=O)[O-])c1C(N)=O	4%	8	5%	21%	-1	26%
49	CNC(=S)N(C)CCc1cc2c(c(OC)c1/C=C1/C(=O)NC(=O)N(C)C1=O)OCO2	-8%	-8	u	u	-3	-23%
50	Cc1cc2cc(CN(Cc3cccs3)C(=S)NCc3ccco3)c(=O)[nH]c2cc1C	-5%	-8	u	-28%	1	11µM*
51	CCc1nc(N(CC)CC)c2oc3ccccc3c2n1	-14%	16	2%	u	3	u
52	CCOc1ccc(N(CC)C(=O)CCNC(=O)Cn2ccc3ccccc3c2=O)cc1	3%	-22	u	x	-5	-2%
53	CN(C)S(=O)(=O)c1ccc(N2CCCC2)c(C(=O)Nc2nc3ccccc3s2)c1	-1%	47*	-12%	18%	14	u
54	NC(=O)c1ccc(-n2nc(C(F)(F)F)c3c2CCCC3)cc1	9%	29	-97%	27%	19*	14%
55	Cc1ccc(Oc2ccc(N)cc2)cc1	4%	22	u	74%[activator]	14*	u
56	NC(=O)c1ccsc1NC(=O)Cc1ccc([N+](=O)[O-])cc1	-2%	32	46%[activator]	12%	31*	-12%
57	CCOc1cc(N2CCOCC2)c(OCC)cc1NC(=O)COC(=O)c1ccccc1OC(F)F	x	x	30%[activator]	-24%	x	u
58	COc1ccccc1NS(=O)(=O)c1ccc(C)c(NC(=O)NC2CCCCC2)c1	-3%	12	6%	-16%	6	u
59	CCCn1c(C2CCCN2c2nc(-c3cccc(Br)c3)cs2)nc2ccccc21 (configuration not stated)	-5%	-2	1.9µM*	u	-1	u
60	O=C(CSc1ccc(-c2ccccc2)nn1)c1cccs1	-13%	55	21%	35%[activator]	28*	u

Other compounds:
cpd	compound	Giardia FBPA inh	Shiga inhibitor	Pf growth 96h	Pf growth 48h	Cycloheximide cs	HCV inhibitor
61	CCOC(=O)N1CCC(=NNC(=O)COc2ccc(OC)cc2)CC1	4%	-1	-19%	-6%	-6	0%
62	O=C(O)c1cccc(N2C(=O)c3cc4cccc(Br)c4cc3C2=O)c1	9%	-7	-19%	4%[0.00184 µM]	-1	17%
63	CC(NC(=O)C1CCC(C)(C(=O)O)C1(C)C)c1ccccc1 (configuration not stated)	3%	3	1%	39%[activator]	2	27%
64	c1ccc(-c2nn3nnnc3c3ccccc23)cc1	11%	-9	18%	28%	-2	u
65	CC(C)OC(=O)C1=C(N)N2C(=O)CSC2=C(C(=O)OC(C)C)C1	3%	-6	4%	-1%	-2	13%
66	COC(=O)[C@@H](CC(C)C)NS(=O)(=O)N(Cc1ccccc1)[C@@H](CC(C)C)C(=O)OC	x	x	u	13µM*	x	-17%
67	Cc1ccc(NC(=O)CCc2nnc3ccc(N4CCC5(CC4)OCCO5)nn23)nc1	x	-10	u	u	0	-4%
68	CCOC(=O)c1cccc(NC(=O)CCc2nc(-c3ccc(C)cc3)no2)c1	4%	-12	1µM*	12µM*	-1	u
69	COc1ccc(S(N)(=O)=O)cc1C(=O)OCC(=O)N1CC(=O)Nc2ccccc21	x	x	5%	64%[activator]	x	11%
70	CCOc1ccc(CNC(=O)CCC(=O)N2Cc3cccc(OC)c3Oc3ncccc32)cc1	x	-4	-2%	-17%	-3	4%
71	O=S(=O)(c1ccc(-c2ccno2)s1)N1CCCCC1	-6%	-11	121%[activator]	4%	-4	1%
72	Cc1ccc(NC(=O)CN2CCCCCC2)cc1[N+](=O)[O-]	3%	103*	106%[activator]	0%	42*	-1%
73	CC(C)CC(NC(=O)C1CCCN1C(=O)CNC(=O)OCc1ccccc1)C(=O)O (configuration not stated)	5%	3	-7%	7%	-6	19%
74	COc1ccc(-c2ccc(SCC(=O)Nc3nccs3)nn2)cc1OC	0%	-18	17%	-4%	11	29%
75	CC1(C)Cc2c(sc(NC(=O)Nc3ccccc3)c2C(N)=O)CO1	-29%	72	u	65%[activator]	33*	-9%
76	CCc1ccc(OCCOCC(O)CN(CCO)CCO)cc1 (configuration not stated)	-7%	-6	39%[activator]	12%	2	13%
77	Cn1c(SCC(=O)NCc2cccs2)nnc1-c1ccco1	2%	-12	x	3%	-2	9%
78	OCCCc1nc2ccccc2n1Cc1ccccc1	-12%	-3	u	-8%	-1	10%
79	O=C(Nc1ccc(Cl)cc1)N1CCCC1	1%	36	x	20%	14*	10%
80	CCOC(=O)c1ccc(N2C(=O)CC(Sc3nc(O)c(CC)c(=O)[nH]3)C2=O)cc1 (configuration not stated)	u	-16	16%	5%	5	2%
81	N#Cc1c(N)n(-c2ccccc2N)c2nc3ccccc3nc12	-11%	26	-17%	-13%	9	3%

Random excerpt: 3 compounds from above
cpd	compound	Giardia FBPA inh	Shiga inhibitor	Pf growth 96h	Pf growth 48h	Cycloheximide cs	HCV inhibitor
71	O=S(=O)(c1ccc(-c2ccno2)s1)N1CCCCC1	-6%	-11	121%[activator]	4%	-4	1%
33	CCOc1cc(C)ccc1OCc1nnc(SCC(=O)c2cccc([N+](=O)[O-])c2)n1C	-12%	-10	12µM*	u	1	u
10	Cc1ccc(/C=N/NC(=O)C[n+]2ccccc2)s1	1%	5	21%	23%	5	15%
